NadD block: NadD (S. aureus) enzyme inhibition | purified NadD enzyme, colorimetric absorbance read-out | inhibition, % at 20 µM | 360,000 tested, 0.78% active; in the data active = inhibition above about 26%; note: some compounds past the cut are filed as inactive
MT1-MMP act inh: inhibitors of human MT1-MMP activation. HT1080 RFP-PRO-GFP cells, GFP/RFP ratio fluorescence, overnight; percent of plate control window, DMSO zero. P50281. 360,000 tested, 0.061% active. GFP/RFP ratio change, % at 20 µM;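 active = GFP/RFP ratio change of at least 30% with cell ATP level not reduced by more than half and red fluorescence within 50% of control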; note: strong numbers were not always called active
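Test system: HT1080 cells expressing an RFP-PRO-GFP fluorescent reporter construct / Compound dosing: single-point 20 µM compound, 1% DMSO / Schedule: cells overnight before dosing, compound overnight, 37 °C, 5% CO2 / Evaluation: GFP/RFP fluorescence ratio / Control set: DMSO and RFP-L50D-GFP cell wells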
STEP inh: inhibitors of human striatal-enriched phosphatase STEP; recombinant STEP, OMFP fluorogenic substrate, fluorescence; inhibition, % at 20 µM; 360,000 tested, 0.25% active; AID 588621;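 active = inhibition at 20 µM, scaled per plate between control wells, above about 37%, limit read from the data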;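 note: 0% = DMSO with enzyme and substrate and 100% = substrate only without enzyme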
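Test system: STEP tyrosine phosphatase / Reagent: OMFP at 25 µM / Doses: 20 µM, 1% DMSO / Read-out: percent inhibition scaled to no-enzyme and uninhibited-enzyme controls, plate-pattern corrected / Detection: FITC-channel fluorescence of OMFP product / Medium: Bis-Tris buffer pH 6.0, 2.5 mM DTT, 0.005% Tween 20 / Schedule: 20 min at room temperature, dark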
LMPTP block: blocks human LMPTP phosphatase. P24666. recombinant LMPTP-A, OMFP fluorogenic substrate, fluorescence intensity. inhibition, % at 20 µM. 360,000 tested, 0.22% active;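 active = compounds that cut the enzyme signal by at least half of the control window in the single-dose screen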;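 note: plate controls were DMSO wells with enzyme plus substrate for no effect and substrate without enzyme for full effect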
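Assay system: LMPTP-A enzyme. Input: 0.625 nM LMPTP-A final. Probe or stimulus: 400 µM OMFP. Compound dosing: single 20 µM dose. Schedule: 50 min dark incubation at room temperature. Detection: fluorescence intensity of OMFP turnover product. Read-out: percent inhibition versus substrate-only and uninhibited controls. Benchmarks: no-enzyme low control, uninhibited high control.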
CendR NRP1 mod: alters CendR peptide binding to human NRP-1. FAM-RPARPAR peptide binding to NRP-1, fluorescence polarization. inhibition, % at 25 µM. 360,000 tested, 0.85% active. AID 602438;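 active = inhibition or corrected inhibition above about 18%, plus a signal ratio from 0.5 to 1.5, limit read from the data, passing the limit was not always enough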; note: strong numbers were not always called active
Target sequence (O14786 whole entry, looked up): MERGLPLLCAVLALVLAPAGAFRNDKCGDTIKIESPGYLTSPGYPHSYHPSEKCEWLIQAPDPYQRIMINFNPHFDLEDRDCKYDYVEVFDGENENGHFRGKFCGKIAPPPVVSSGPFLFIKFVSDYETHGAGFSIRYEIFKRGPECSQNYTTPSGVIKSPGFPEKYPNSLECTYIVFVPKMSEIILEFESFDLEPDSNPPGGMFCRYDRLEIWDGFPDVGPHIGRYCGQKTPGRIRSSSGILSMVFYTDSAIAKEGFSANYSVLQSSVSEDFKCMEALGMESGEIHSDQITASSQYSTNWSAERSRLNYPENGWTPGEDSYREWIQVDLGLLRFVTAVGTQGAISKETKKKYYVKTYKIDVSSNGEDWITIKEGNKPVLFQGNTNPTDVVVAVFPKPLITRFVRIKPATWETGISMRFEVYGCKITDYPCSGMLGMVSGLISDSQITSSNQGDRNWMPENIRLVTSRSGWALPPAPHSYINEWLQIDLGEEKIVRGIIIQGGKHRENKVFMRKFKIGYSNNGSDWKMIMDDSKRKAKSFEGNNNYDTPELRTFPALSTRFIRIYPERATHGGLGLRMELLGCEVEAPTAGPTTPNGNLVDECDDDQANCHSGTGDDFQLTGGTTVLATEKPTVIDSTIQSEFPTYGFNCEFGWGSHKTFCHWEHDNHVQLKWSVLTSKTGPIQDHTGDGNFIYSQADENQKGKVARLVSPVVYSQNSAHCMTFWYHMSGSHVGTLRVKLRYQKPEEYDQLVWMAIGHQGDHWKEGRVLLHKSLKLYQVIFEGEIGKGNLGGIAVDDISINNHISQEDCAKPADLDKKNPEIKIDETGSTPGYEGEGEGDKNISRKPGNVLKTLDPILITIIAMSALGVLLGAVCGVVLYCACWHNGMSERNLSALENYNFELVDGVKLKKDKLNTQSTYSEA
SUMO1-SIM PPI: alters human SUMO1 binding to SIM partners | SUMO1 binding to a labelled peptide, TR-FRET, 1 h | 360,000 tested, 0.33% active | inhibition, % at 20 µM | AID 602429 | P63165; in the data active = inhibition above about 37%
Rpn11 block: blocks the human proteasome subunit Rpn11; O00487; AID 588493; calls only at 20 µM; 360,000 tested, 0.59% active; human 26S proteasome, Ub4-pepOG fluorescence polarization; 20S core pre-blocked with epoxomicin;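 active = inhibition at 20 µM, scaled to each plate's controls, above about 33%, limit read from the data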
Scp1 inh: inhibitors of human Scp-1 phosphatase | 340,000 tested, 0.88% active | Recombinant Scp1, phosphopeptide, malachite green phosphate absorbance | inhibition, % at 20 µM | Q9GZU7 | AID 493091;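 active = inhibition above about 50% at 20 µM, limit read from the data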;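 note: plate controls were DMSO wells with enzyme for no effect and wells lacking enzyme for full effect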
Target sequence (Q9GZU7 76-261 limits assumed): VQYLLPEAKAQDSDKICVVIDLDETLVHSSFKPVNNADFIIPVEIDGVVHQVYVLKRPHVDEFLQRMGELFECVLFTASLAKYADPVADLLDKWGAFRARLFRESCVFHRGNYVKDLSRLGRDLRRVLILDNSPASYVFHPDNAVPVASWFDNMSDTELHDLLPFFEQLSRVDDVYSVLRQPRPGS
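Material: truncated SCP-1 phosphatase (76-261aa) / Buffer or medium: 50 mM Tris acetate pH 5.5, 0.005% Tween-20, 10 mM MgCl2 / Compound dosing: one concentration, 20 µM, with 1.0% DMSO / Incubation: 45 min room-temperature reaction, 5 min colour, 30 min stabiliser / Detection: colorimetric free-phosphate detection, absorbance 630 nm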
SKN-1 inh: C. elegans SKN-1 inhibition; C. elegans VP596 Pgst-4::GFP/RFP ratio, acrylamide-induced, 24 h; inhibition, % at 21.8 µM; 360,000 tested, 0.49% active;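 active = interference check ratio from 0.5 to 1.5 plus GFP to RFP signal ratio inhibition reaching or exceeding a fixed threshold, cut at about 30% in these data, passing the limit was not always enough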; note: some compounds called inactive have numbers as strong as hits
DNMT1 inh: DNMT1 (human) enzyme inhibition; inhibition (reported as % activation of signal), % at 10 µM; 360,000 tested, 0.83% active; P26358; DNMT1 molecular beacon, Hinp1I cleavage, fluorescence; AID 588458; in the data active = inhibition above about 50%
* = called active by the depositor; i = inactive; x = not tested or not shown; + = active, no number. This is a random part of the collection, and some 3.9% of all compounds hit somewhere here.

SMILES	NadD block	MT1-MMP act inh	STEP inh	LMPTP block	CendR NRP1 mod	SUMO1-SIM PPI	Rpn11 block	Scp1 inh	SKN-1 inh	DNMT1 inh
CC(C)CNC(=O)CSc1nc2nn(-c3ccccc3)c(=O)c-2c2n1CCCCC2	6	-2	2	-0.3	-5	-20	i	-2	6	1
O=C(NCC1CCCO1)c1cccc(C(=O)NCC2CCCO2)c1 (configuration not stated)	1	0	-2	-1.6	3	-3	i	4	-7	1
C=CC(O)(C#CCN(CC)CC)c1ccccc1 (configuration not stated)	-4	-2	0	-1.4	-9	2	i	6	-5	4
CC(=O)NC(Cc1ccc(F)c(F)c1)C(=O)NC1CCN(c2nnnn2-c2ccccc2)CC1 (configuration not stated)	-3	3	0	-0.1	-2	0	i	-6	11	-5
CCN(CC(=O)Nc1c(F)cccc1F)C(=O)c1c(-c2ccccc2Cl)noc1C	-4	-4	-5	-0.1	-5	9	i	x	-1	-1
CC(=O)OCC(=O)NCC(=O)c1c[nH]c2ccccc12	0	3	0	0.1	1	1	i	4	6	4
Cc1ccc(NC(=O)CN(C)C(=O)CSc2nncn2C)cc1	0	1	-4	-0.1	10	2	i	1	-8	0
Cc1c(Cl)cccc1NC(=O)Cn1cccc1	-3	0	-1	0.4	11	1	i	-9	1	1
Cc1cc(N2CCOCC2)nc2cc(O)ccc12	-3	1	-2	1.0	-3	2	i	-9	-3	1
CC(C)CCNCC(O)CON=C1c2ccccc2-c2ccccc21 (configuration not stated)	-10	-2	0	2.2	-3	-11	i	-9	-9	17
Cc1ccsc1/C=N/NC(=O)CNC(=O)c1cccc([N+](=O)[O-])c1C	0	5	2	0.6	-10	-4	i	-6	7	0
CN1C[C@@H]2C(c3ccc(Cl)nc3)C3(c4cccnc4)CC2(C3)[C@H]1c1ccccc1 (some centres not stated)	-3	-3	2	0.5	10	3	i	-6	10	0
O=C(CCCN1C(=O)c2cccnc2C1=O)N1CC(=O)N(CCc2ccccc2)C(=O)C1	-2	0	-2	-0.6	12	-11	i	-8	-7	6
CC(OC(=O)c1cc(=O)c2cc(Cl)ccc2o1)C(=O)N1CCCC1 (configuration not stated)	0	-1	1	-2.2	-12	-19	i	-9	12	1
C=CCn1c(-c2ccc(N)cc2)nc2ccccc21	-2	-3	1	11	-1	-2	i	18	16	-5

Single records, from the list above.
Entry for Cc1ccc(NC(=O)CN(C)C(=O)CSc2nncn2C)cc1 = NadD block: 0; MT1-MMP act inh: 1; STEP inh: -4; LMPTP block: -0.1; CendR NRP1 mod: 10; SUMO1-SIM PPI: 2; Rpn11 block: i; Scp1 inh: 1; SKN-1 inh: -8; DNMT1 inh: 0
Entry for CN1C[C@@H]2C(c3ccc(Cl)nc3)C3(c4cccnc4)CC2(C3)[C@H]1c1ccccc1 (some centres not stated) = NadD block: -3; MT1-MMP act inh: -3; STEP inh: 2; LMPTP block: 0.5; CendR NRP1 mod: 10; SUMO1-SIM PPI: 3; Rpn11 block: i; Scp1 inh: -6; SKN-1 inh: 10; DNMT1 inh: 0

Next section.
SMILES	NadD block	MT1-MMP act inh	STEP inh	LMPTP block	CendR NRP1 mod	SUMO1-SIM PPI	Rpn11 block	Scp1 inh	SKN-1 inh	DNMT1 inh
CCc1ccc(NS(=O)(=O)c2ccc3[nH]c(=O)[nH]c3c2)cc1	-1	-2	-2	0.6	-2	-2	i	-3	-2	-2
Cc1cc(NC(=O)Cn2nc(C(=O)O)c3ccccc3c2=O)ccc1Br	0	0	2	-0.4	4	15	i	-2	-4	15
N#C/C=C/C(=C\Nc1ccc(Cl)cc1)S(=O)(=O)c1ccccc1	2	3	-2	0.9	1	4	i	-12	17	0
COc1ccc(C2C(C#N)=C(N)Oc3cc4c(cc32)OCO4)cc1 (configuration not stated)	8	0	-2	-0.1	-19	-35	i	-3	0	-6
Cc1nccn1CCCNC(=O)C1CCC(=O)N(Cc2ccccc2F)C1 (configuration not stated)	2	-5	-2	-1.2	17	-4	i	4	6	3
Oc1ccc2ccccc2c1N=Nc1ccccc1F	0	0	8	1.6	-6	-27	i	-8	27	-11
CSc1ccccc1C(=O)N1CCN(c2cccc(Cl)c2)CC1	-4	-5	1	-0.1	45*	2	i	6	6	3
c1cncc(-c2cn(C[C@H]3CC[C@H](Cn4cc(-c5cccnc5)nn4)O3)nn2)c1	-2	3	-1	-0.5	10	4	i	4	-6	-3
Cc1noc(C)c1NC(=O)N(C)C[C@@H]1Oc2c(NC(=O)NC(C)C)cccc2C(=O)N([C@@H](C)CO)C[C@@H]1C	7	0	0	-1.0	-8	3	i	12	3	11
Cc1ccc(NC(=O)c2nsc(Cl)c2Cl)cc1	0	-1	-2	1.3	-11	6	i	-3	6	1
O=C(CCc1nnc(C2(c3ccc(Cl)cc3)CCC2)o1)NCCCn1cccn1	-4	4	0	0.1	3	-5	i	0	-1	7
CC(C)C1C(=O)N(Cc2cn(CCC3OCCO3)nn2)CCS(=O)(=O)N1Cc1ccc(-c2ccc(F)cc2)cc1 (configuration not stated)	-5	3	1	1.6	2	1	i	x	4	-6
NC(=S)N/N=C/c1cc([N+](=O)[O-])ccc1Cl	10	3	-1	0.6	2	-18	i	-3	2	1
Cn1c(/N=C/c2c[nH]c3ccccc23)nc2ccccc21	-8	0	-1	3.0	16	0	i	-5	18	-8
Cc1cc(Br)ccc1NC(=O)CN(C)C(=O)CSC(=S)N1CCCC1	-8	2	-2	-1.5	4	7	i	-4	-1	0
O=c1cc(N2CCN(c3ccccc3Cl)CC2)[nH]c(=O)n1Cc1ccc(F)cc1	1	-9	-2	0.5	-16	25	i	-6	10	-5
O=C(CN1C(=O)C2C3C=CC(C3)C2C1=O)OCC(=O)c1ccc(Cl)cc1 (configuration not stated)	0	0	0	2.4	6	6	i	-9	11	3
O=C(NC1CCCCC1)N1CCN(CCc2ccccc2)CC1	-5	1	-3	0.1	5	0	i	-3	-18	0
CCc1cc(=O)oc2cc(OCC(=O)NCCCN3CCCC3=O)ccc12	3	2	2	-1.5	-5	6	i	-5	27	0
O=C(COC(=O)CCC(=O)c1cccs1)Nc1ccccc1[N+](=O)[O-]	-3	-1	0	0.8	-70	-18	i	-6	5	1
Cn1nnnc1Sc1ncnc2scc(-c3ccccc3Cl)c12	-4	-4	-2	2.0	24	-2	i	-2	17	4
COc1ccccc1OC(=O)c1cc2ccccc2oc1=O	-14	6	-1	0.1	-3	-31	i	-6	-6	2
Cc1ccc(S(=O)(=O)Nc2cccc(-c3ccc4nnc(C)n4n3)c2)s1	-14	10	-3	1.7	-5	3	i	-7	-8	-3
N#CCCN1CCN(C(=S)c2ccc(-c3ccc(Cl)c(Cl)c3)o2)CC1	10	-10	7	0.4	-11	-2	i	4	5	-7
COc1ccccc1OCC(=O)Nc1c2c(nn1-c1ccc(F)cc1)CS(=O)(=O)C2	2	-4	-2	-0.4	-1	-1	i	-7	-2	-1
CNC(=O)N1CCN(C(=O)NC)CC1	2	1	-1	-0.3	-1	-4	i	-10	7	3
CCOC(=O)/C(C#N)=C/N=c1ccc(C)cn1C	1	-1	7	-1.0	-2	-3	i	-10	20	-4
CC(=O)c1cccc(NCC(=O)Nc2cc(S(=O)(=O)N3CCCCC3)ccc2C)c1	9	8	0	0.4	6	-5	i	-2	-6	-6
Cc1ccc(S(=O)(=O)NC(C)C(=O)NCc2ccc(Cl)cc2)cc1 (configuration not stated)	-9	2	0	-0.4	-8	0	i	-2	-10	-1
CCC1=C(OC(=O)N(CC)CC)N2C(=O)OC(=NCC(=O)OC)[C@]2(C)[C@H]2C1=CC[C@H]1C(=O)NC(=O)[C@H]12	4	5	-3	-0.2	-1	-2	i	-6	18	4

Just STEP inh, LMPTP block and SKN-1 inh, for some of the entries so far:
structure	STEP inh	LMPTP block	SKN-1 inh
Cc1ccc(NC(=O)c2nsc(Cl)c2Cl)cc1	-2	1.3	6
O=C(CCc1nnc(C2(c3ccc(Cl)cc3)CCC2)o1)NCCCn1cccn1	0	0.1	-1

Further results
SMILES	NadD block	MT1-MMP act inh	STEP inh	LMPTP block	CendR NRP1 mod	SUMO1-SIM PPI	Rpn11 block	Scp1 inh	SKN-1 inh	DNMT1 inh
CCOC(=O)[C@]12CCCC=C1N(Cc1ccc3c(c1)OCO3)C(=O)[C@H](CC(=O)N1CCOCC1)C2	1	4	x	-0.6	11	2	x	x	-5	x
Cc1cc(NC(=O)CCC(=O)N(c2ccccc2)C(C(=O)NC2CCCC2)c2ccccc2)no1 (configuration not stated)	0	6	0	-0.8	-7	0	+	-9	18	2
COc1ccc(N2CCN(C(=O)CN(Cc3ccccc3)S(C)(=O)=O)CC2)cc1	9	1	2	-1.3	-7	2	i	-7	8	-1
O=C(CN1CCOCC1)NCCC12CC3CC(CC(C3)C1)C2	5	-1	8	-2.9	-11	4	i	-6	2	3
Cc1ccc(Oc2ncccc2NC(=O)CCCC(=O)O)c2c1CCC2	4	0	2	-0.7	4	2	i	0	17	4
O=[N+]([O-])c1ccccc1CNC1CCCc2ccccc21 (configuration not stated)	-2	-6	-2	-0.4	-9	-10	i	4	-3	2
COc1cccc(NC(=O)CCCn2c(=S)[nH]c3ccccc3c2=O)c1	3	2	1	0.3	-5	3	i	-11	-5	-2
S=c1nc2ccccc2c2nc(-c3ccccc3Cl)[nH]n12	-2	9	2	6.4	4	10	i	-7	25	2
COc1cccc(COc2ccccc2C2Nc3ccc(Br)cc3C(=O)N2NC(=O)c2ccncc2)c1 (configuration not stated)	16	-1	0	2.8	-10	1	i	-7	-4	-4
CCCOC(=O)C(C)n1cnc2sc(C)c(C)c2c1=O (configuration not stated)	-6	-11	-3	-1.1	-7	1	i	3	8	4
O=C(NC1CC2CCC(C1)N2C(=O)NCc1ccccc1)NC12CC3CC(CC(C3)C1)C2 (configuration not stated)	0	3	1	-1.9	2	-1	i	-4	-1	6
Cc1c(O)c(C)c2c(c1O)C(=O)C[C@@H](c1ccccc1)O2	-4	4	-2	0.3	2	10	i	-9	-4	4
c1ccc2c(c1)CCCN2c1nc2ccccc2n2cnnc12	2	x	-2	1.2	-45	-9	i	7	1	1
CC(=O)NC1=NN(C(C)=O)C(c2ccc(F)cc2)S1 (configuration not stated)	0	-2	-6	-0.6	17	0	i	-4	7	0
COc1cccc(CN(C(=O)c2ccccc2Cl)C2CCS(=O)(=O)C2)c1 (configuration not stated)	-1	0	-3	-0.4	6	-2	i	-8	2	3
O=C(Nc1cccc(OC(F)(F)F)c1)C1Cc2c(-c3ccco3)ccnc2O1 (configuration not stated)	-2	5	0	1.4	-17	-7	i	x	-4	-2
Cc1cccc(Nc2nc(-c3sc(C)nc3C)cs2)c1	-2	-2	-3	1.4	6	-7	i	-1	-5	-8
